HTT aggregate: inhibitors of mutant huntingtin aggregate formation in PC12 cells; PC12 HttQ103-GFP aggregates, Acumen cytometry, 40 h; Potency, µM (highest dose often 46.1 µM), for inactives: at the top dose activity change, negative = inhibition, actives largely listed as inhibitors; 220,000 tested, 1.1% active; also: potency is read from the fitted curve at half-maximal effect; % is scaled to controls: 0 for no effect and ±100 for the full control effect; nearly all actives have a fitted effect of over 60% in size
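Compounds (qHTS titration) were added to PC12 cells expressing an ecdysone-driven HTT exon 1 Q103–GFP fusion after induction with 100 nM tebufenozide. Aggregate formation was measured as GFP objects in cell lysates.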
IMPase Li inh: membrane-permeable IMPase blocker, potentiated with lithium; Potency, µM (doses to about 59.4 µM), for inactives: top-dose activity, negative = IMPase inhibition, hits mostly inhibitors; AID 1457; CHO-M1 cells, IP1 TR-FRET (IP-One), carbachol + lithium; 210,000 tested, 0.35% active;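 also: IP1 builds up when IMPase is blocked and the TR-FRET signal falls; potency is read from the fitted curve at half-maximal effect; plate controls were basal vehicle for no effect and high inhibitor control for full effect; nearly all actives have a fitted effect of over 50% in size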
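Lithium-sensitised IP1 accumulation assay; M1-expressing CHO cells treated 30 min at 37C with compound. Competitive antibody detection by time-resolved FRET followed a 10 min room-temperature lysis step.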
CBFb RUNX1 block: inhibitors of human CBF-beta and RUNX1 interaction. Q01196+Q13951. AlphaScreen CBFb-His/RUNX1-biotin binding, biochemical. Potency, µM (series often up to 59.8 µM), for the others: top-dose activity, negative = inhibition, most hits filed as inhibitors. 230,000 tested, under 10 active; also: % of control where 0% means no effect
Target sequence (Q01196 whole entry, looked up): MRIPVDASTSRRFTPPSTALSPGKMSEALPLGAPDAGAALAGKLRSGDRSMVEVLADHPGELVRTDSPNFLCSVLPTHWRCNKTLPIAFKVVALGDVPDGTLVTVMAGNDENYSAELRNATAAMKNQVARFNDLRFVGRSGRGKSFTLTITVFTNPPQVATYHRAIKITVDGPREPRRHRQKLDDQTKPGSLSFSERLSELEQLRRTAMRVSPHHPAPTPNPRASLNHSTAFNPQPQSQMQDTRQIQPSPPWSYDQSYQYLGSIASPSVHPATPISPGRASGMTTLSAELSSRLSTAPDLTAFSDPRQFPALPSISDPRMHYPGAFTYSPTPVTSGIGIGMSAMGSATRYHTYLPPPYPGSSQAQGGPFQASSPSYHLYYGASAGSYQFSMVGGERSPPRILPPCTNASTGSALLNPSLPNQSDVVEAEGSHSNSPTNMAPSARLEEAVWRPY
Target sequence (Q13951 whole entry, looked up): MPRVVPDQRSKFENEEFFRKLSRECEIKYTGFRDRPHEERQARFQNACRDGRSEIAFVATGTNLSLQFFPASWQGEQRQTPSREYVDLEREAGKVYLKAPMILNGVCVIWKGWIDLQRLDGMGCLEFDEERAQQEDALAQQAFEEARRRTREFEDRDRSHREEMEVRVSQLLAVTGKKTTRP
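CBF-beta (His) and RUNX1 (biotin), 30 nM each; 20 min preassociation; + compound, 15 min; + beads 50 ng each (Ni, streptavidin), 90 min; RT; AlphaScreen read.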
SMN2 splice up: increases expression of the SMN2 splice variant; 210,000 tested, 2.8% active; HEK293 SMN2-luciferase splicing reporter, luminescence, 30-36 h; AID 1458; Potency, µM (titrated, usually from 46.1 µM), inactives show top-dose activity change, positive = activation, actives largely listed as activators; also: potency is read from the fitted curve at half-maximal effect; % of control where 0% means no effect; nearly all actives have a fitted effect of over 55% in size
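qHTS luciferase splicing reporter: luminescence rises when SMN2 exon 7 is included in transfected HEK293 cells. Compound exposure lasted 30-36 h at 37C, with 4.5 mM final sodium butyrate as control, followed by a ONE-Glo read.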
Lamin A splicing: changes lamin A minigene splicing in HeLa cells; 200,000 tested, 0.01% active; AID 1487; Potency, µM (highest dose often 46.1 µM), without a hit: at the highest dose ratio change, negative = inhibition, most hits filed as inhibitors; HeLa LMNA splicing GFP/RFP minigene ratio, 48 h; active = well fitted inhibition curve with a large enough effect in the signal ratio, with a control signal flat, not every such curve was filed as active; inconclusive = small, poorly fitted or top-dose-only effect, or effect the other way, or a change in a side signal; the % refers to the signal ratio; also: potency is read from the fitted curve at half-maximal effect; % is scaled to controls: 0 for no effect and ±100 for the full control effect
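S3 HeLa stable clones carrying a lamin A-EGFP splicing minigene plus DsRed2 were seeded at 600 cells/well in Opti-MEM with 2% FBS, pin-dosed and incubated 48 h at 37°C. Acumen cytometry (488 nm) gave the GFP/RFP total-intensity ratio.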
HTT ATP protect: protects HTT-Q103 PC12 cells, measured by ATP | Potency, µM (series often up to 56.4 µM), for inactives: cytoprotection (ATP increase), most hits filed as activators | 230,000 tested, 0.14% active | PC12 HTT-Q103 induced, cytoprotection, ATP luminescence, 40 h;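 also: potency is read from the fitted curve at half-maximal effect; % of control where 0% means no effect; nearly all actives have a fitted effect of over 45% in size; toxic huntingtin expression switched on by the ecdysone agonist tebufenozide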
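Compounds were screened for protection of PC12 cells against cell death after tebufenozide induction (100 nM final) of mutant Huntingtin exon 1 (Q103) fused to GFP.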
Luc counter: counter-screen: inhibitors of Kinase-Glo firefly luciferase; 200,000 tested, 0.28% active; Kinase-Glo luciferase, ATP luminescence, 8 min; Q27757; Potency, µM (highest dose often 38.3 µM), for inactives: top-dose activity change, negative = inhibition, usual class: inhibitors; AID 1379; also: potency is read from the fitted curve at half-maximal effect; % is scaled to controls: 0 for no effect and ±100 for the full control effect; nearly all actives have a fitted effect of over 60% in size
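Kinase-Glo luciferase light output from ATP and luciferin was measured with 10 uM ATP, within the enzyme's linear range. Buffer: 50 mM imidazole pH 7.2, 50 mM KCl, 7 mM MgCl2, 0.01% Tween 20, 0.05% BSA; luminescence read after 8 min at ambient temperature.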
Numbers without * were called inactive; ? = inconclusive; . = no result given; [ ] = remark or other dose. Unless noted, calls follow the shape of the dose curve; as a rule, active = well fitted curve in the direction sought with a large enough effect; inconclusive = small, poorly fitted or top-dose-only effect, or another doubt; inactive = no such curve, though single readings can be large; an effect the other way counts as inactive or inconclusive. Outcome played no part in choosing rows; any-hit rate near 4%.

Every second line gives: HTT aggregate	IMPase Li inh	CBFb RUNX1 block	SMN2 splice up	Lamin A splicing	HTT ATP protect	Luc counter
Cc1ccc(S(=O)(=O)N2CCC(=O)N(C(COCc3ccc(Cl)c(Cl)c3)Cc3ccccc3)CC2)cc1 (centres undefined)
    7%	-6%	-1%[2.36 µM]	-28%	9%	.	-4%
CCc1ccc(C2=NN(c3ccc(S(N)(=O)=O)cc3)C(c3ccc(F)cc3)C2)cc1 (centres undefined)
    ?	-28%[38.3 µM]	?	-27%	?	4%[10 µM]	4%
CC1(C)Cc2ccccc2C(c2cc3ccccc3oc2=O)=N1
    -22%	-1%	5%	-26%	?	-3%[10 µM]	1%
O=[N+]([O-])c1ccc(/C=N/Nc2nc(N3CCCC3)nc(N3CCCC3)n2)o1
    32%	37%[activator][38.3 µM]	-19%	?	28%	-13%	0%
CCOC(=O)CN1NC2(CCCC(C)C2)NC1=S (centres undefined)
    9%	28%[38.3 µM]	0%	-30%	16%	-7%	0%
COc1ccc(CN2CCCC(C(=O)c3ccc(SC)cc3)C2)cc1Cn1cccn1 (centres undefined)
    -29%	23%	-16%	.	.	-16%	5%
C/C(Cl)=C\Cn1c(O)c(N=O)c2ccccc21
    1%[9.22 µM]	-6%	-1%	.	.	17%[10 µM]	-2%
CC1(C)CC(=O)C2=C(C1)OC(/N=C/N1CCOCC1)=C(C#N)C2c1ccccc1 (centres undefined)
    -3%	8%[38.3 µM]	4%	3%	6%	5%	2%
Cc1occc1C(=O)NC(C)c1ccc2c(c1)OCO2 (centres undefined)
    9%	11%	11%	-6%	-10%	24%[10 µM]	0%
COc1ccccc1NC(=O)c1ccc(NC(=O)CSc2nncn2C)cc1
    -3%	-9%	3%	4%	-6%	-14%[10 µM]	1%
O=C(N/N=C\c1ccc([N+](=O)[O-])o1)c1ccc(O)cc1
    -32%[20.6 µM]	6%	3%[21.7 µM]	-87%[inhibitor][20.6 µM]	?	-152%[inhibitor][17.1 µM]	-5%[17.1 µM]
COC(=O)c1ccc(CSc2nc3ccccc3c(=O)n2CC(C)C)o1
    7%	16%[38.3 µM]	11%	-12%	-8%	-3%	-1%
CC1CC1c1ccc(/C=C(\C#N)C(=O)Nc2ccc(Cl)cc2Cl)o1 (centres undefined)
    11%	11%	-1%	-17%	?	-4%[10 µM]	1%
CCCn1nnc(NC(=S)NC(=O)/C=C/c2ccc(Cl)cc2)n1
    -19%[9.22 µM]	.	3%	.	.	8%[10 µM]	.
Clc1cccc(Cl)c1COc1ccccn1
    32%	-6%[38.3 µM]	5%	-2%	14%	4%[10 µM]	0%
COC(=O)c1cc(S(=O)(=O)Nc2nn(C)c3cccc(F)c23)oc1C
    -3%[9.22 µM]	.	0%	.	.	-1%[10 µM]	.
O=C(C1CCC1)N1CCN(c2ccnc3cc(Cl)ccc23)CC1
    -30%[9.22 µM]	.	7%	.	.	-6%[10 µM]	.
COc1cc(C(=O)NCCCc2nc3ccccc3n2Cc2cc(C)ccc2C)cc(OC)c1OC
    1%	18%	-1%[2.36 µM]	18%	-11%	.	0%
COC(=O)C(=Nc1ccccc1)/C(C(=O)C(=O)N(C)c1ccccc1)=C(\O)c1ccc(Cl)cc1
    14%	-30%	9%	3%	.	6%	3%
Cc1sc2nc(SCC(=O)NCc3ccco3)n(C)c(=O)c2c1C
    -33%	-10%[38.3 µM]	0%	-28%	?	-10%	-8%
Cc1c(C(=O)NCc2ccco2)sc2nc(-c3ccccc3)cn12
    28%	27%[38.3 µM]	-3%	11%	?	-15%	1%
COC(=O)[C@@H](NC(=O)NCc1cccs1)C(C)C
    -14%	8%[38.3 µM]	0%	-6%	11%	5%[0.074 µM]	-4%
Cn1nc(-c2ccccc2)cc1NS(=O)(=O)c1ccc(C#N)cc1
    -16%[9.22 µM]	.	4%	.	.	-3%[10 µM]	.
CCn1ncc(NC(=S)Nc2ccc(OC)c(OC)c2)c1C(N)=O
    7%[9.22 µM]	4%	?	1%	.	9%[10 µM]	1%
c1ccc(Cc2nc3ccccc3o2)cc1
    15%	-6%[38.3 µM]	5%	-3%	5%	-3%[10 µM]	-9%
Cc1c(C(=O)N/N=C/c2ccc(Cl)cc2)[nH]c2ccc(Cl)cc12
    3%	3%	3%	?	?	9%[1.9 µM]	-2%
COc1cc(-c2nnc(COC(=O)c3cc(C)nc4ccc(C)cc34)o2)cc(OC)c1OC
    2%	39%[38.3 µM]	-4%	-5%	12%	20%	0%
Cc1ccccc1CSCCNC(=O)c1ccc(Cl)c(S(=O)(=O)N2CCOCC2)c1
    ?	12%	3%	-76%[inhibitor]	?	-1%[10 µM]	-2%
Cc1nn(-c2ccccc2)c2c1cc1c(=O)n(C)c(=O)nc-1n2-c1ccccc1F
    -24%[9.22 µM]	.	6%	.	.	-14%[10 µM]	.
Cc1cccc(C)c1NC(=O)CN(C)C(C)C(=O)Nc1ccccc1-c1ccccc1 (centres undefined)
    8%	1%	-4%	1%	-16%[46 µM]	-40%[inhibitor]	-6%
O=c1cc(-c2ccc3c(c2)OCO3)oc2ccccc12
    -2%	0%	8%	13µM*	-17%	-11%[10 µM]	-3%
O=C(/C=C/c1ccc(Cl)cc1Cl)Nc1ccc(CN2CCOCC2)cc1
    19%	-5%	-7%	-77%[inhibitor]	?	-3%[1.9 µM]	0%
CCC1CCCCN1Cc1nc2c(c(=O)n(C)c(=O)n2C)n1Cc1cccc2ccccc12 (centres undefined)
    -16%	26%[38.3 µM]	10%	-5%	-9%	4%[10 µM]	2%
CC(C)[C@H](NS(=O)(=O)c1ccccc1)C(=O)OCC(=O)Nc1ccc2c(c1)OCO2
    -14%	-1%	-5%	-4%	-5%	18%[10 µM]	-1%
CCOc1ccc2nc(NC(=O)C3CCCN(S(=O)(=O)c4cccs4)C3)sc2c1 (centres undefined)
    -12%	34%[activator][38.3 µM]	-13%	22%	-15%	-45%[inhibitor]	3%
CCOC(=O)C(/C=C(\C#N)C(=O)OCC)=C(/N)N1CCN(c2ccccc2)CC1
    10%	18%[38.3 µM]	-7%	1%	-7%	2%	-3%
CC(/C=C/c1ccccc1F)=N\NC(=O)c1ccccc1
    -25%	-3%	4%	16µM*	.	-49%[inhibitor]	-1%
O=C(NC1CCCCC1NC(=O)c1cccs1)c1cccs1 (centres undefined)
    7%	1%[38.3 µM]	7%	-7%	1%	4%[0.074 µM]	3%
COC(=O)c1ccc(S(=O)(=O)N(Cc2ccccc2)Cc2ccccc2)n1C
    37%[9.22 µM]	.	0%	.	.	10%[10 µM]	.
COc1ccc(C(=O)Nc2nc(-c3cccs3)cs2)cc1
    -23%	4%[38.3 µM]	3%	-34%[inhibitor]	?	-47%[inhibitor]	-3%
CCOc1cc(NC(=S)Nc2cccc(C)c2)c(OCC)cc1NC(=O)CC(C)C
    -5%	15%[38.3 µM]	-15%	-16%	?	-67%[inhibitor]	-5%
Brc1ccc(NCc2cccc3ccccc23)nc1
    -21%	31%[activator][38.3 µM]	18%	-36%	?	-30%	-3%
CCN(Cc1cc2ccc(C)cc2[nH]c1=O)C(=O)c1ccncc1
    3%[9.22 µM]	-24%[38.3 µM]	0%	-6%	16%	14%	2%
CCCNC(=S)NC1CC2CCCC(C1)N2CC(C)C (centres undefined)
    -5%	33%[activator]	-11%	15%	0%	7%[10 µM]	-1%
CCCn1c2c(c(O)c(C(=O)NC)c1=O)CCCC2
    -24%	-1%	-2%	5%	-5%	-19%[0.074 µM]	0%
CS(=O)(=O)Nc1cccc(-c2nc(NCc3cccnc3)c3ccccc3n2)c1
    .	1%	.	11%	-9%	-17%	1%
Cc1ccc(-c2ccc(CCC(=O)O)n2Cc2ccco2)cc1
    18%	14%[38.3 µM]	-20%	-2%	-4%	8%[10 µM]	-1%
COc1cc(/C=N/NC(=O)c2c(-c3ccccc3)noc2C)cc(OC)c1OC
    9%	7%	1%	13%[1.84 µM]	-8%	8%[10 µM]	-1%
O=C(Nc1ccccc1)c1ccccc1NC(=O)C(F)(F)F
    10%	43%[activator][38.3 µM]	7%	10µM*	8%	-14%	19%
O=C(N/N=C/c1cccc(Cl)c1)c1c(O)c2c([nH]c1=O)CCCC2
    -39%[9.22 µM]	.	14%	.	.	-21%[10 µM]	.
CCc1nnc(NC(=O)CCC(=O)N2CCN(CCc3ccccc3)CC2)s1
    25%	16%[38.3 µM]	-5%	-4%	2%	-28%[0.074 µM]	-2%
CCN(CC)CCN1C(=O)c2ccccc2NC1c1ccccc1F (centres undefined)
    8%	23%	10%	-1%	-4%	-21%[10 µM]	0%
Cc1cc(NS(=O)(=O)c2ccc(NC(=O)c3cc(-c4cccnc4)nc4ccc(Cl)cc34)cc2)no1
    10%	-9%[38.3 µM]	1%	4%	1%	-25%	-2%
CC(C)(C)n1cc(S(=O)(=O)c2ccccc2)[nH]c1=O
    2%	-2%	17%	-4%	.	-32%[inhibitor]	-1%
CCOC(=O)c1c(C)[nH]c(=S)c(C#N)c1-c1ccccc1
    ?	13µM*	2%	-13%	0%	?	-1%
CC1/C(=C\c2ccc(Cl)cc2)C(=O)C2CC1C2(C)C (centres undefined)
    -19%	15%[38.3 µM]	19%	-20%	8%	-6%	-2%
O=C(CN1C(=O)CCC1=O)Nc1nc(-c2cccs2)cs1
    -17%	-13%[38.3 µM]	6%	-3%	-3%	-15%	1%
CN(Cc1nccs1)C(=O)CC1C(=O)NCCN1Cc1ccc(-c2ccccc2)cc1 (centres undefined)
    2%[9.22 µM]	.	-10%	.	.	2%[10 µM]	.
O=C(NCc1ccco1)c1cc(-c2ccccc2)nc2ccccc12
    -16%	17%[38.3 µM]	-4%	?	0%	-28%	-6%
N#Cc1c(N)c(C(=O)c2ccccc2)n2c1CCCC2
    -16%	0%	4%	-7%	-14%	11%[10 µM]	-3%

Source: PubChem BioAssay (National Center for Advancing Translational Sciences (NCATS))
